Rpn11 inh: inhibitors of human proteasome Rpn11. O00487. human 26S proteasome, Ub4-pepOG fluorescence polarization; 20S core pre-blocked with epoxomicin. calls only at 20 µM. 360,000 compounds, 0.59% hits. AID 588493;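 active = inhibition at 20 µM, scaled to each plate's controls, above about 33%, limit read from the data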
SUMO1 PPI mod: modulators of human SUMO1-mediated protein-protein interactions; P63165; SUMO1 binding to a labelled peptide, TR-FRET, 1 h; inhibition, % at 20 µM; 360,000 compounds, 0.33% hits; AID 602429; in the data active = inhibition above about 37%
Target sequence (P63165 whole entry, looked up): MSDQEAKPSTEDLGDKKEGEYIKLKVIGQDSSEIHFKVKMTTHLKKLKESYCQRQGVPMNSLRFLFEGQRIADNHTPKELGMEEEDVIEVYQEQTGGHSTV
NadD block: NadD (S. aureus) enzyme inhibition; 360,000 compounds, 0.78% hits; AID 602399; inhibition, % at 20 µM; purified NadD enzyme, colorimetric absorbance read-out; in the data active = inhibition above about 26%; also: some compounds past the cut are filed as inactive
Scp1 inh: blocks human Scp-1 phosphatase activity; AID 493091; Recombinant Scp1, phosphopeptide, malachite green phosphate absorbance; 340,000 compounds, 0.88% hits; inhibition, % at 20 µM;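 active = inhibition above about 50% at 20 µM, limit read from the data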;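 also: plate controls were DMSO wells with enzyme for no effect and wells lacking enzyme for full effect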
Target sequence (Q9GZU7 76-261 limits assumed): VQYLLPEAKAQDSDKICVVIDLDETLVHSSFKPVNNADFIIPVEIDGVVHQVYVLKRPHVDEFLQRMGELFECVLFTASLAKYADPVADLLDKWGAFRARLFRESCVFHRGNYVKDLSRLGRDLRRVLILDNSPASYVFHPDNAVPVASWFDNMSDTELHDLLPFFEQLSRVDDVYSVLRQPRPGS
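Test system: SCP-1 phosphatase catalytic domain, residues 76-261; measured by: colorimetric phosphate reagent with accelerator and stabiliser, absorbance at 630 nm; timing: enzyme reaction 45 min at room temperature, colour 5 min, stabilisation 30 min; also added: Phosphorylated 17-residue peptide substrate; compound dosing: one concentration, 20 µM, with 1.0% DMSO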
Neddylation inh: inhibitors of human cullin neddylation; P61081+Q13564; TR-FRET cullin neddylation, biochemical; calls only at 25 µM; 360,000 compounds, 0.58% hits; AID 651699; in the data active = inhibition above about 36%
Rin1 Abl inh: blocks binding of human Rin1 to Abl | inhibition, % at 7.35 µM | TR-FRET Rin1/Abl binding, biochemical | AID 588664 | P00519+Q13671 | 360,000 compounds, 0.4% hits; in the data active = inhibition above about 5%, passing the limit was not always enough
STEP inh: blocks human striatal-enriched tyrosine phosphatase | AID 588621 | 360,000 compounds, 0.25% hits | recombinant STEP, OMFP fluorogenic substrate, fluorescence | inhibition, % at 20 µM;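 active = inhibition at 20 µM, scaled per plate between control wells, above about 37%, limit read from the data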;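 also: 0% = DMSO with enzyme and substrate and 100% = substrate only without enzyme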
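Test system: STEP tyrosine phosphatase / Reagent: OMFP at 25 µM / Doses: 20 µM, 1% DMSO / Read-out: percent inhibition scaled to no-enzyme and uninhibited-enzyme controls, plate-pattern corrected / Detection: FITC-channel fluorescence of OMFP product / Medium: Bis-Tris buffer pH 6.0, 2.5 mM DTT, 0.005% Tween 20 / Schedule: 20 min at room temperature, dark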
CSN deneddyl inh: blocks human CSN-mediated cullin deneddylation. 360,000 compounds, 0.38% hits. AID 651999. Q92905. Purified CSN, SCF-Nedd8-OG deneddylation, fluorescence polarization. inhibition, % at 12.5 µM;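 active = pattern-corrected inhibition above about 35%, with an unprinted fluorescence ratio check between 0.5 and 1.5, limit read from the data, passing the limit was not always enough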;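 also: 0% = enzyme with substrate and 100% = substrate without enzyme; some results filed as inactive read as strong as hits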
Target sequence (Q92905 whole entry, looked up, one chain of several): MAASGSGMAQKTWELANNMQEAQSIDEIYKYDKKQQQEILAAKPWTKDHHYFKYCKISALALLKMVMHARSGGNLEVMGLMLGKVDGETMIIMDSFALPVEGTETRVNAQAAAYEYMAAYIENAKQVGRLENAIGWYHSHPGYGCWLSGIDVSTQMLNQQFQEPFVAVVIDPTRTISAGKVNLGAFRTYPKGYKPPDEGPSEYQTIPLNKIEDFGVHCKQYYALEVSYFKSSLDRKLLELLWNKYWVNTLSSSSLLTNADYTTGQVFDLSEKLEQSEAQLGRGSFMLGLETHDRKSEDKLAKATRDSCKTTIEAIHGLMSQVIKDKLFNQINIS
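Schedule: reaction 90 min, room temperature / Assay system: HEK293T-derived human Csn5 enzyme / Input: Csn5 at 0.24 nM final / Measure: inhibition of Csn5 cleavage, % / Control set: substrate-only high control, full reaction low control / Technique: fluorescence polarization of the substrate / Buffer or medium: Tris/NaCl/DTT buffer, pH 7.5 / Reagent: SCFSkp2-Nedd8OG substrate at 10 nM final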
LMPTP inh: blocks human LMPTP phosphatase | AID 651560 | recombinant LMPTP-A, OMFP fluorogenic substrate, fluorescence intensity | P24666 | 360,000 compounds, 0.22% hits | inhibition, % at 20 µM;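 active = compounds that cut the enzyme signal by at least half of the control window in the single-dose screen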;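 also: plate controls were DMSO wells with enzyme plus substrate for no effect and substrate without enzyme for full effect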
Target sequence (P24666 whole entry, looked up): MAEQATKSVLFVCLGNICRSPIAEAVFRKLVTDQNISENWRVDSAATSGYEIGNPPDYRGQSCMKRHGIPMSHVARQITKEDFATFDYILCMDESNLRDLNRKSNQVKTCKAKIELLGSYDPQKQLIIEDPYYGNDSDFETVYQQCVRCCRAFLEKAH
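Test system – LMPTP-A enzyme · Amount – LMPTP-A at 0.625 nM final in the reaction · Buffer or medium – Bis-Tris pH 6.0, DTT, detergent · Reagent – OMFP 400 µM · Doses – single 20 µM dose · Schedule – reaction 50 min, room temperature, dark · Detection – fluorescence intensity of OMFP turnover product · Evaluation – percent inhibition versus substrate-only and uninhibited controls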
DNMT1 inh: DNMT1 (human) enzyme inhibition; P26358; DNMT1 molecular beacon, Hinp1I cleavage, fluorescence; inhibition (reported as % activation of signal), % at 10 µM; 360,000 compounds, 0.83% hits; AID 588458; in the data active = inhibition above about 50%
* = called active by the depositor; i = inactive; · = no result given.

Rpn11 inh	SUMO1 PPI mod	NadD block	Scp1 inh	Neddylation inh	Rin1 Abl inh	STEP inh	CSN deneddyl inh	Structure	LMPTP inh	DNMT1 inh
i	1	1	-5	i	0	-1	2	CSCCC(=O)NC1CC(C)(C)Cc2c1cnn2-c1ccccc1C (stereo not drawn)	-1.2	2
i	1	0	-2	i	-2	-1	6	O=C(CCc1ccccc1)NNC(=O)Nc1cccc(Cl)c1	-0.5	0
i	-5	10	-3	i	-1	3	5	N#CC1=C(N)C(C#N)(C#N)C(c2ccncc2)C2CN(C(=O)OCc3ccccc3)CC=C12 (stereo not drawn)	-1.1	-7
·	3	-7	·	i	·	·	-1	CCCCC[C@H](C)N1C[C@@H](COCc2ccccc2)Oc2cc(N3CCC[C@H]3C(N)=O)ccc2S1(=O)=O	1.9	·
·	-21	1	1	i	2	3	13	CC(=O)c1sc(N/N=C\c2ccccc2O)nc1C	2.2	-7
i	-3	-3	-9	i	0	-2	-1	COc1ccccc1C(=O)Nc1ccc(Cc2ccncc2)cc1	-1.4	6
i	5	-2	-5	i	-2	-2	2	COCCN1CCN(C(=O)c2cc(COc3ccc(Cl)cc3OC)on2)CC1	2.4	0
i	-2	1	-4	i	-3	2	0	CNCc1cn2cc(Cl)ccc2n1	-3.2	2
i	-22	10	40	i	-4	3	4	N#CCc1ccc(NC(=O)/C=C/c2ccc([N+](=O)[O-])o2)cc1	4.6	27
i	-3	0	-5	i	-1	-1	-2	O=C(Nc1c2c(nn1-c1ccc(Cl)cc1)CS(=O)(=O)C2)C1CC1	0.8	2
i	3	-4	0	i	-2	2	3	C=CCc1cc(C)ccc1OCCOCCN1CCN(C)CC1	-7.6	2
i	-8	-5	-27	i	-2	2	0	CCOC(=O)C(=O)Cc1nc2ccccc2s1	-0.2	-4
i	-25	2	-7	i	-4	3	-1	O=c1cccc2c1c1cc[nH]c3ccc(=O)n2c31	3.3	1
i	-6	-2	0	i	2	2	-2	C=CCN1C(=O)c2oc3ccccc3c(=O)c2C1c1ccc(O)c(OC)c1 (stereo not drawn)	-0.8	2
i	2	1	2	i	2	2	-5	CCC(Sc1nc2ccccc2c(=O)n1CC1CCCO1)C(=O)NCc1cccnc1 (stereo not drawn)	-0.4	2
i	0	12	-1	·	1	2	-2	CCCNc1c(NS(=O)(=O)c2ccc(C3CCCCC3)cc2)c(=O)oc2ccccc12	0.8	21
i	-2	4	-8	i	-1	-2	4	COc1ccccc1C(=O)NCC(=O)NCCCN1CCOCC1	-3.4	7
i	2	-3	12	i	3	2	-5	Cc1ccccc1C(=O)Nc1ccc2nc3n(c(=O)c2c1)CCCC3	-0.3	-2
i	4	0	0	i	1	-10	2	Cc1ccc(C2=NCCNC2=O)c(C)c1	-5.1	13
i	1	0	-2	i	0	-5	-4	Cc1ccccc1-n1c(=O)cc(N2CC(C)OC(C)C2)[nH]c1=O (stereo not drawn)	0.3	0
i	3	-4	·	i	0	-3	1	COc1ccc(CC(=O)Nc2ccc3c(c2)OC2(CCCC2)O3)c(OC)c1	-0.1	-2
i	-2	4	-1	i	-1	2	9	COc1ccc(-c2c[n+]3c(n2-c2ccccc2)CCCCC3)cc1	-2.0	0
i	3	12	-12	i	2	2	3	CN(CCc1ccccc1)C(=O)c1ccc(NC(=O)Cc2cccc(NC(=O)C3CCN(C(=O)C4CCCCC4)CC3)c2)cc1	1.2	-10
i	1	1	-2	i	-2	-3	0	COc1cccc(C2(C)NC(=O)N(CC(=O)c3cc(C)n(C4CC4)c3C)C2=O)c1 (stereo not drawn)	0.2	-2
i	-1	-4	·	i	0	1	45*	Nc1ccn([C@@H]2O[C@H](CNCc3ccc(C#CCCO)cc3)[C@@H](O)[C@H]2O)c(=O)n1	-0.9	3
i	0	-5	9	i	1	-1	-2	COc1cccc(C(=O)NCCNC(=O)c2ccco2)c1	-0.8	1
i	-2	-5	-12	i	1	0	0	O=C(NCCO)c1ccc(-c2nnc(N3CCOCC3)c3ccccc23)cc1	0.3	5
i	-6	-5	-4	i	-1	1	1	COc1ccc2ccc(OC)c(/C=N/n3cnnc3)c2c1	0.6	6
i	2	-7	-1	·	-4	0	1	COc1ccccc1-c1coc2c(CN3CCCC(C)C3)c(O)ccc2c1=O (stereo not drawn)	-1.7	1
i	8	1	-11	i	2	1	2	COCCn1c(SCC(=O)Nc2sccc2C(N)=O)nc2cc(Cl)ccc2c1=O	5.2	-7

An excerpt taken from the entries so far:
Rpn11 inh	SUMO1 PPI mod	NadD block	Scp1 inh	Neddylation inh	Rin1 Abl inh	STEP inh	CSN deneddyl inh	Structure	LMPTP inh	DNMT1 inh
i	-2	-5	-12	i	1	0	0	O=C(NCCO)c1ccc(-c2nnc(N3CCOCC3)c3ccccc23)cc1	0.3	5
i	-6	-5	-4	i	-1	1	1	COc1ccc2ccc(OC)c(/C=N/n3cnnc3)c2c1	0.6	6
i	2	-7	-1	·	-4	0	1	COc1ccccc1-c1coc2c(CN3CCCC(C)C3)c(O)ccc2c1=O (stereo not drawn)	-1.7	1
i	8	1	-11	i	2	1	2	COCCn1c(SCC(=O)Nc2sccc2C(N)=O)nc2cc(Cl)ccc2c1=O	5.2	-7

(cont.)
Rpn11 inh	SUMO1 PPI mod	NadD block	Scp1 inh	Neddylation inh	Rin1 Abl inh	STEP inh	CSN deneddyl inh	Structure	LMPTP inh	DNMT1 inh
i	3	-8	-3	i	-3	2	2	CCOc1ccc(OCc2ccc(C(=O)N(C)c3ccccc3)o2)cc1	1.6	0
i	-3	10	-6	·	-1	0	-3	CCN(CC)Cc1c(O)ccc2c(=O)c(Oc3ccccc3OC)coc12	-1.4	-1
i	2	-3	·	i	0	-1	0	Cc1nn(CC(=O)Nc2cccc(O)c2)c(=O)c2ccccc12	-0.4	0
i	-2	7	-2	i	2	3	4	Cc1ccc(OCC(=O)Nc2ccccc2N2CCCC2)c(C)c1	2.0	6
i	-3	-7	-1	i	1	-2	-2	CN(C)C(=O)c1cn(-c2ccccc2)nc1-c1cc2ccccc2o1	1.6	2
i	1	-8	3	i	-1	-2	-2	C#CCn1ccc(O)c(Cc2c(F)cccc2Cl)c1=O	-1.0	-2
i	2	-2	0	i	-1	0	1	CCN(CC)C(=O)[C@H]1CC(CC(=O)NCCCn2ccnc2)C(=O)N2CCc3c([nH]c4ccccc34)[C@]12C (stereo partly drawn)	-8.9	10
i	-2	0	-17	i	0	0	-4	CC(C)(C)NC(=O)NC(=O)Cn1cc(C(F)(F)F)ccc1=O	-1.1	-1
i	0	-2	·	i	2	2	-2	CC1=C(C(=O)N(C(C)C)C(C)C)CC(CC(=O)NCC2CCCCC2)C(=O)N1Cc1ccc(F)cc1 (stereo not drawn)	1.6	-2
i	1	-3	-8	i	1	-3	-1	COc1ccc(C2(C)NC(=O)N(CC(=O)NCC(=O)Nc3ccc(F)c(F)c3F)C2=O)cc1OC (stereo not drawn)	-2.0	-1
i	3	4	0	i	-1	-2	0	Nc1nc2n(n1)C(c1cccc(Cl)c1)CC(c1ccc(F)cc1)N2 (stereo not drawn)	-0.1	-1
i	3	-2	-2	i	1	-1	0	C=CCn1c(SC2CCOC2=O)nc2sc(C)c(C)c2c1=O (stereo not drawn)	-0.9	-1
i	5	15	-7	i	4	6	2	O=C(NCCc1c[nH]c2ccccc12)C(=O)Nc1cc2c3c(c1)CC(=O)N3CCC2	2.0	-10
i	2	2	·	i	7	2	-4	COc1ccc(CN2C(=O)C(CC(=O)NCCCN(C)C)CC(C(=O)N3CCOCC3)=C2C)cc1 (stereo not drawn)	-2.7	1
i	-4	22	-1	i	0	5	2	COc1ccc2ccccc2c1C1CC(=O)N2CN(C)CSC2=C1C#N (stereo not drawn)	3.7	-23
i	-5	-6	-6	i	0	0	2	Cc1cccc2c1CC(C)(C)N=C2C1=C(O)CCCC1=O	-1.7	-4
i	-20	-2	-6	i	-2	-2	-3	O=C(c1cc([N+](=O)[O-])ccc1N1CCOCC1)N1CCN(S(=O)(=O)c2cc(Cl)ccc2Cl)CC1	-1.1	1
i	-6	-2	-3	i	-3	0	2	O=C(COC(=O)CN1C(=O)c2ccccc2C1=O)Nc1ccc(S(=O)(=O)N2CCCC2)cc1	1.5	3
i	5	-4	-6	i	2	-1	0	COc1ccc(NC(=O)Cc2ccsc2)c(OC)c1	0.9	-6
i	0	-6	6	i	-2	-1	-3	CS(=O)(=O)c1ccc(C(=O)N2CCc3ccccc3C2)cc1	-0.4	0
i	7	-2	-3	i	1	4	-1	COc1ccc(CCN2CC(C(=O)NC3CCOCC3)CCC2=O)cc1 (stereo not drawn)	-0.6	2
i	-13	-3	-10	i	-1	1	3	CCc1cc(C(=O)OC)c(NC(=O)CC2SC(N)=NC2=O)s1 (stereo not drawn)	-0.5	2
i	2	1	7	i	-3	3	-2	COc1ccc(-c2cc(C(=O)O)c3ccccc3n2)c(OC)c1	-0.5	-3
i	0	2	-7	i	3	-1	-5	CCCCNC(=O)N1CCN(S(C)(=O)=O)CC1	-0.4	-1
i	3	-2	·	i	-5	1	-4	COc1ccc(-c2ccc(C(=O)Nc3ccc(Cl)cc3)c3occc23)c(C)c1	3.7	0
i	4	16	-8	i	-3	-3	-5	COc1ccc(NC(=O)/C(N=Nc2cccc(S(=O)(=O)Nc3ccc(SC(F)F)cc3)c2)=C(\C)O)cc1	2.7	-9
